GRK2 inh – compounds blocking aptamer binding on GRK2 – biochemical, human GRK2, bead flow cytometry, HTS, primary screen | 0.59% of 330,000 active | inhibition of aptamer binding, % at 10 µM | AID 488847, 2010 | FAM-aptamer displacement from GRK2;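 active = inhibition of aptamer binding above 40%, roughly 3 SD of noise, on plates passing a quality check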;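 note: median bead fluorescence of bound FAM aptamer so fluorescent compounds give negative values; no value below 0 was filed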
GLD-1 RNA inh – GLD-1/TGE RNA complex disruptors, primary screen, biochemical, fluorescence polarization. Female germline-specific tumor suppressor gld-1 (Caenorhabditis elegans), Q17339. 0.44% of 320,000 active. inhibition, % at 5.96 µM. purified GLD-1 + fluorescein TGE RNA;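 active = percent inhibition above a per-plate cutoff, the plate mean of test compounds plus 3 SD, cut at about 30% in these data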;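 note: 0% = DMSO wells with GLD-1 and probe and 100% = wells lacking GLD-1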
Target sequence (Q17339 whole entry, looked up): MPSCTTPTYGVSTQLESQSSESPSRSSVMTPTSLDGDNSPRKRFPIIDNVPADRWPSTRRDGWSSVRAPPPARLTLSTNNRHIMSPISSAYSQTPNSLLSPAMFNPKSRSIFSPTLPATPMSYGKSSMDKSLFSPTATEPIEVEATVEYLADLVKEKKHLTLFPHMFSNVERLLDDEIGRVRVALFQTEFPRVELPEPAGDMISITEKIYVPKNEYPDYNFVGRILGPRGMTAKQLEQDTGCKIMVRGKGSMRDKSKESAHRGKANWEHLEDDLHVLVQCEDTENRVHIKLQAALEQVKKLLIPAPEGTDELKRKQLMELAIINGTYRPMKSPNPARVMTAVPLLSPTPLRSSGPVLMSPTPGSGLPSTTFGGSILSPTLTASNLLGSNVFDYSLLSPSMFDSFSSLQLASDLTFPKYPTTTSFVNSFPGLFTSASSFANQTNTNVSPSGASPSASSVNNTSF
MCL1-BIM inh – inhibitors of MCL1 binding to BIM-BH3, primary screen, biochemical, fluorescence polarization; Induced myeloid leukemia cell differentiation protein Mcl-1 (Homo sapiens), Q07820; GST-MCL1 / FITC-Bim-BH3 fluorescence polarization; inhibition, % at 10.9 µM; 0.68% of 320,000 active; AID 2057, 2009;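 active = inhibition above the mean inhibition of all tested compounds plus 3 SD, set per campaign, cut at about 40% in these data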;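 note: 0% = DMSO wells and 100% = unlabeled Bim-BH3 peptide control; higher means more loss of mP so more displacement of Bim peptide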
Target sequence (Q07820 whole entry, looked up): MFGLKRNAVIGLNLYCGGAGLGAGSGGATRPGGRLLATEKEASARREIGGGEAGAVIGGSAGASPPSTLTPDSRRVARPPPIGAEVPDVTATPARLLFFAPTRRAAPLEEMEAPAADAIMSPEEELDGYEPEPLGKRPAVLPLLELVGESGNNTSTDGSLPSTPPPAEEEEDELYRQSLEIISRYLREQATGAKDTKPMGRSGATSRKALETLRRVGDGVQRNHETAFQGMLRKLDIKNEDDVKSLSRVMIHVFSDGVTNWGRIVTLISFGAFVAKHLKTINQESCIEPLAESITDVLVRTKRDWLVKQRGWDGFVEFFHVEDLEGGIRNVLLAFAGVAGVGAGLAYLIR
VLA-4 inh – inhibition in human VLA-4 binding assay, primary screen, VLA-4 allosteric modulator project, MLPCN library, flow cytometry, VLA-4 expressing cells. AID 2557, 2010. inhibition, % (about 7 µM as worked out from the volumes in the protocol). 0.2% of 330,000 active. Integrin alpha-4 (Homo sapiens), P13612. ligand binding flow cytometry; in the data active = inhibition above about 50%
MEX-5 binding – MEX-5 zinc finger RNA-binding disruptors – biochemical, C. elegans, fluorescence polarization, MLPCN library, primary screen | Zinc finger protein mex-5 (Caenorhabditis elegans), Q9XUB2 | MEX-5/FITC-TCR2 RNA binding; hits give low values | activity score (negative = inhibition of binding), % at 10 µM | 0.38% of 300,000 active;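 active = inhibition past about -25% in most replicates, and total fluorescence under double the plate's negative control median, limit read from the data; inconclusive = replicates evenly split on the limit, or fluorescence at least double controls; inactive = too little inhibition in most replicates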;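 note: 0% = DMSO and -100% = 5 µM competing unlabeled TCR2 RNA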
AGP1 TOR yeast – modulators of AGP1-GFP expression in yeast TOR pathway, primary screen, cell-based, multiplex flow cytometry, S. cerevisiae, MLPCN library | 3 h; GFP as percent of DMSO wells | 0.02% of 320,000 active | GFP response vs DMSO, % at 10 µM;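 active = GFP response relative to DMSO above a set limit, near screen average plus 3 SD, cut at about 150% in these data; inconclusive = fewer than 70 cells counted for the yeast strain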;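 note: median GFP channel fluorescence of the gated AGP1 strain per well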
BCLXL inh – inhibitors of human Bcl-xL, primary screen, biochemical, fluorescence polarization, HTS. Bcl-2-like protein 1 (Homo sapiens), Q07817. GST-Bcl-xL / FITC-Bim BH3 peptide fluorescence polarization. inhibition, % at 10.9 µM. 0.7% of 320,000 active. AID 2129, 2009;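 active = inhibition above the mean of all tested compounds plus 3 SD, cutoff set per campaign, cut at about 30% in these data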;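 note: 0% = DMSO wells and 100% = unlabeled Bim-BH3 peptide competitor; inhibitors lower millipolarization by displacing the labeled peptide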
CIT2-GFP yeast – modulators of CIT2-GFP expression in yeast, primary screen, S. cerevisiae, GFP fusion, multiplex flow cytometry, MLPCN library; S. cerevisiae CIT2-GFP strain, 3 h; 100 means same as DMSO wells; GFP response vs DMSO, % at 10 µM; 0.065% of 320,000 active;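 active = GFP response relative to DMSO above a set limit, near the screen mean plus 3 SD, cut at about 150% in these data; inconclusive = Fewer than 70 cells measured for a yeast strain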;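 note: ratio of well median GFP fluorescence to mean of DMSO wells on the plate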
Yeast superoxide – reduction of superoxide in aged yeast, primary screen, HTS; S. cerevisiae aged cells, superoxide DHE fluorescence; hits give low values; superoxide response (% of plate mean), % at 10 µM; 0.18% of 330,000 active; AID 2690, 2010;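 active = superoxide response under a set limit, about three screen SD below normal, cut at about 65% in these data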;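 note: yeast aged for seven days with compound at 30 °C before DHE staining; 100% = average MFI of all compound-treated wells on the plate with controls excluded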
* marks the source's active call; other numbers are inactive results; u = inconclusive; x = not tested or not shown; [ ] = remark or other dose.

Results follow in this order: GRK2 inh	GLD-1 RNA inh	MCL1-BIM inh	VLA-4 inh	MEX-5 binding	AGP1 TOR yeast	BCLXL inh	CIT2-GFP yeast	Yeast superoxide
1	C[C@H](NC(=O)[C@H](Cc1ccccc1)NC(=O)c1cc2cc(Cl)ccc2n1C)C(=O)O
    3.0	-10.0	-12.3	9.9	3.4	101.9	-2.8	100.9	115.0
2	CCOc1ccc2c(c1)OC(c1ccc(OC)cc1)(C(F)(F)F)NC2=O (centres undefined)
    1.0	2.7	1.2	11.3	x	99.1	0.5	98.8	102.7
3	O=C(CN1C2CCCC1CC(NC(=O)c1ccccc1)C2)NC1CC1 (centres undefined)
    0.0	-0.5	0.6	-1.6	1.7	95.2	8.6	95.5	85.9
4	COC(=O)CNC(=O)CSc1ccccn1
    3.0	-1.3	3.2	-11.2	0.2	103.2	-0.1	105.1	101.5
5	O=c1cc(CSc2nnc(COc3ccccc3)n2-c2ccccc2)c2ccccc2[nH]1
    0.0	3.0	-14.0	3.5	1.0	103.1	-7.9	104.1	95.0
6	Cc1sc2ncn(CC(=O)NCc3ccccc3)c(=O)c2c1C
    0.0	-3.5	-9.2	-7.1	3.0	95.2	-3.5	93.1	92.3
7	CCN(CC)CCNC(=O)CCn1c(=S)[nH]c2cc3c(cc2c1=O)OCO3
    0.0	-0.7	-3.3	14.5	2.8	98.8	0.3	94.2	98.5
8	COc1ccc(-n2c(SC)nc(O)cc2=O)cc1
    0.0	1.7	0.7	-2.0	-4.4	94.7	-1.0	97.9	81.7
9	Cc1sc2c(c1C)c(=O)nc1scc(CC(=O)O)n12
    1.0	3.3	5.1	0.0	-0.1	101.6	7.0	93.3	96.5
10	COc1ccc(CNC(=O)c2cc(-c3cc(C)ccc3O)n[nH]2)cc1
    3.0	7.9	6.6	4.5	1.3	98.1	4.2	100.7	90.0
11	COc1cc(C)c(S(=O)(=O)n2nnc3ccccc32)cc1C
    14.0	0.0	6.4	0.7	-1.0	105.6	3.5	107.7	92.8
12	CN(C)C(CNC(=O)CNC(=O)c1ccc(Br)cc1)c1ccccc1 (centres undefined)
    2.0	-2.2	2.5	-6.0	3.5	133.6	4.5	103.5	85.7
13	COc1ccccc1CN(C)C(=O)c1sccc1-c1ccccc1
    0.0	-3.3	-4.5	20.2	1.1	98.8	-2.9	98.9	106.7
14	CCOc1cc(C)nc(N2CCN(C3CCCCC3)CC2)n1
    1.0	8.0	7.2	-7.1	-0.3	99.2	4.8	101.3	98.4
15	Cc1cccn2c(=O)c3cc(C#N)c(=NC(=O)c4ccccc4)n(Cc4ccco4)c3nc12
    0.0	20.2	31.1	-22.0	-18.7	22.4[may fluoresce violet]	34.7*	u	95.9
16	O=c1c2[nH]c3ccc(F)cc3c2ncn1CCN1CCN(Cc2ccccc2)CC1
    2.0	1.6	1.0	7.9	0.8	99.4	-1.9	95.8	112.6
17	COc1ccc(C(=O)NCCN2C(=O)S/C(=C\c3cccnc3)C2=O)c(OC)c1OC
    0.0	5.7	-8.2	2.4	0.0	108.8	-2.3	103.0	127.0
18	O=C(/C=C/c1ccccc1Cl)Nc1ccc(-c2nnc3n2CCCCC3)cc1
    0.0	3.3	-5.3	0.0	3.4	100.5	6.0	109.5	99.5
19	Cn1c(CCCOc2ccc(Cl)cc2Cl)n[nH]c1=S
    3.0	6.2	-13.1	-4.5	1.1	100.3	-29.6	91.5	99.2
20	COCCN(CCOC)S(=O)(=O)c1ccc(C(=O)Nc2sc3c(c2C(N)=O)CCCCC3)cc1
    0.0	1.1	2.6	-1.0	1.6	99.5	10.6	104.3	115.1

Reprinted from the part before: five entries, then new ones.
cpd	Molecule	GRK2 inh	GLD-1 RNA inh	MCL1-BIM inh	VLA-4 inh	MEX-5 binding	AGP1 TOR yeast	BCLXL inh	CIT2-GFP yeast	Yeast superoxide
16	O=c1c2[nH]c3ccc(F)cc3c2ncn1CCN1CCN(Cc2ccccc2)CC1	2.0	1.6	1.0	7.9	0.8	99.4	-1.9	95.8	112.6
17	COc1ccc(C(=O)NCCN2C(=O)S/C(=C\c3cccnc3)C2=O)c(OC)c1OC	0.0	5.7	-8.2	2.4	0.0	108.8	-2.3	103.0	127.0
18	O=C(/C=C/c1ccccc1Cl)Nc1ccc(-c2nnc3n2CCCCC3)cc1	0.0	3.3	-5.3	0.0	3.4	100.5	6.0	109.5	99.5
19	Cn1c(CCCOc2ccc(Cl)cc2Cl)n[nH]c1=S	3.0	6.2	-13.1	-4.5	1.1	100.3	-29.6	91.5	99.2
20	COCCN(CCOC)S(=O)(=O)c1ccc(C(=O)Nc2sc3c(c2C(N)=O)CCCCC3)cc1	0.0	1.1	2.6	-1.0	1.6	99.5	10.6	104.3	115.1
21	C[C@H](NC(=O)c1[nH]cnc1C(=O)Nc1ccc(Cl)cc1)c1ccccc1	0.0	6.2	7.9	29.0	x	86.6	1.8	95.6	110.8
22	CCOC(=O)C1=C(CCc2ccccc2)NC(=O)NC1c1ccc(C#N)cc1 (centres undefined)	0.0	-1.1	0.2	-1.9	0.7	100.9	1.2	99.4	97.1
23	O=C(NNC(=S)NCc1ccc(Cl)cc1)c1ccc(Br)o1	2.0	-1.6	-1.4	26.1	-0.5	93.5	-3.8	102.7	98.0
24	Cc1cc(NC(=O)/C=C/c2ccc(F)cc2)n(-c2nc3ccccc3[nH]2)n1	1.0	-3.3	-4.2	2.4	1.6	98.8	0.0	95.1	93.2
25	O=C(O)CC1S/C(=N\N=C/c2ccccc2)N(c2ccc(O)cc2)C1=O (centres undefined)	2.0	-2.0	5.3	2.4	0.1	79.8	7.2	75.7	107.0
26	COc1cccc(OC)c1C(=O)N1CCN(Cc2ccccc2C)CC1	0.0	-4.9	6.4	19.2	-0.9	101.4	4.7	94.0	105.0
27	COc1ccc(-n2c(O)c(C=NC3CC3)c(=O)[nH]c2=O)cc1	0.0	10.4	4.2	11.8	-0.6	98.5	2.4	99.2	89.0
28	CC(=O)Oc1ccccc1C1OC(=O)c2ccccc2N1C(C)=O (centres undefined)	0.0	-5.1	4.1	13.8	-1.7	97.2	9.0	98.8	106.3
29	O=C(Nc1ccc(F)cc1F)NC1CCN(Cc2c(F)cccc2Cl)CC1	0.0	0.9	1.9	3.8	1.2	99.8	-3.1	88.0	103.9
30	CCC(=O)Nc1ccc(NCc2cccs2)cc1	2.0	-3.9	1.3	4.4	0.8	96.8	1.9	96.2	98.0
31	COc1ccc(CCCc2nnc(SCC(=O)Nc3cc(C)c(C)cc3Br)o2)cc1	2.0	-7.8	2.0	10.4	1.1	96.3	6.7	83.4	117.0
32	Cc1c([N+](=O)[O-])cc(C(=O)N2CCOCC2)cc1[N+](=O)[O-]	6.0	-0.9	1.2	17.5	-0.3	99.9	1.8	96.5	97.1
33	c1ccc(CSC2=NCCS2)cc1	13.0	4.5	0.7	2.5	-1.1	100.4	6.3	92.1	95.7
34	CCC(C)[C@H](NC(=O)NCCCOC(C)C)C(=O)OC (some centres undefined)	0.0	1.4	7.2	-4.3	x	109.6	7.2	103.8	109.3
35	O=C(CSc1nnc(CNC(=O)c2cccs2)o1)c1ccccc1	0.0	-0.9	11.0	6.3	2.3	91.8	7.3	88.1	108.7
36	Cc1ccc2nc3c(cc(C#N)c(=O)n3-c3nccs3)c(=O)n2c1	7.0	15.5	20.6	-3.7	-6.5	u	24.9	u	101.2
37	CC1C(=O)N2CCCc3cc(NS(C)(=O)=O)cc1c32 (centres undefined)	1.0	9.1	11.7	11.7	-9.8	102.8	13.9	100.2	87.2
38	CC(C)COc1ccc(-c2nn(-c3ccccc3)cc2CO)cc1	0.0	-4.0	-1.0	14.4	-0.2	100.8	5.6	97.0	83.4
39	Cc1cc(Cl)c(S(=O)(=O)NC2CCCCC2)cc1OCC(=O)Nc1nncs1	2.0	3.6	2.2	-10.8	2.2	106.2	3.7	97.5	96.0
40	CC1(C)CC(NC(=O)COc2cc3oc(=O)c4c(c3cc2Cl)CCC4)CC(C)(C)N1	0.0	5.0	-1.8	1.6	-0.2	104.0	2.8	99.4	71.3
41	COc1cccc(NC(=O)N2C3CCCC2CC(NC(C)=O)C3)c1 (centres undefined)	0.0	4.2	0.3	9.9	2.7	25.6	0.7	73.4	93.7
42	N#CC1=C(N)Oc2n[nH]c(-c3cccs3)c2C1c1cccnc1 (centres undefined)	0.0	-6.0	8.5	8.4	-0.6	104.9	8.0	105.4	109.4
43	Cc1cc(Br)cc2cn[nH]c12	0.0	3.6	4.7	-2.4	0.6	103.6	1.1	101.1	97.1
44	O=C1CSc2ccc(C(=O)O)cc2N1	1.0	1.4	7.3	3.0	-1.0	108.9	7.3	111.8	88.1
45	Cc1ccc(C[n+]2cccc(-c3ccccc3)c2)c(C)c1	0.0	-4.4	7.1	-9.3	3.4	102.0	1.9	93.7	97.3
46	COc1cc(CN2C(=O)C(NC(=O)c3ccco3)(C(F)(F)F)C3=C2CC(C)(C)CC3=O)cc(OC)c1 (centres undefined)	0.0	9.2	2.5	-0.8	1.5	104.7	1.0	x	99.2
47	CN(C)c1ccc(/C=N/N2CCN(c3ccccn3)CC2)cc1	0.0	-5.8	-8.4	14.6	0.9	117.1	3.5	103.6	108.9
48	CCNS(=O)(=O)c1ccc(CCC(=O)NCc2ccccc2)cc1	1.0	-4.6	11.2	12.9	0.8	105.9	7.8	92.0	93.2
49	COc1cc(O)oc1C=Nc1ccccc1	2.0	2.7	2.7	17.1	2.6	103.1	6.1	104.6	106.6
50	CCOC(=O)CC/C(=N\NC(N)=O)c1ccc(OC)c(Cl)c1	1.0	5.6	-2.7	-5.7	-0.7	97.8	4.1	97.5	91.6
51	COC(=O)C1=C(C)N(Cc2ccc(OC)cc2)C(=O)/C1=C\c1ccco1	3.0	-4.0	-6.8	2.6	2.5	103.4	-3.5	107.1	97.8
52	Cc1ccc(CNC(=O)c2ccc(S(=O)(=O)N(C)C)cc2)n1C	3.0	-4.4	7.8	0.2	2.1	103.1	7.0	99.7	105.7

From PubChem BioAssay
